Bioassay records: PubChem BioAssay, National Center for Advancing Translational Sciences (NCATS)
TSHR antag: Antagonists of the Thyroid Stimulating Hormone Receptor: HTS campaign; Thyrotropin receptor (Homo sapiens), P16473; TSHR-expressing cells, TSH-stimulated cAMP HTRF, 2 h; active compounds read low; activity change, negative = inhibition, % at 11.5 µM; 330,000 compounds, 0.2% hits; AID 504810, 2011;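 active = activity change below a set negative limit, meaning inhibition stronger than a set level, cut at about -70% in these data; inconclusive = activity change between two set negative limits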; note: % is set by controls: 0 for no effect and ±100 for the full control effect
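Freshly harvested TSHR cells receive pin-tooled compound, then EC80 TSH at 4nM final. After 2 hours at 37 deg C, antibody in lysis buffer and cAMP-d2 are added; 30 minutes at ambient temperature precede the HTRF read.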
TCR activator: Activators of T cell receptors: qHTS campaign | primary human leukocytes, anti-CD3, IL-2 HTRF, 48 h | Potency, µM (highest dose often 9.22 µM), for the others: at the highest dose activation of IL-2 secretion, usual class: activators | 330,000 tested, under 10 active | AID 504894, 2011; note: % of control where 0% means no effect
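IL-2 produced over 48 hr by a-CD3 bead-stimulated primary human leukocytes exposed to compounds was detected with a homogeneous time-resolved FRET immunoassay, 665nm acceptor signal after 320nm excitation.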
Mito fusion act: qHTS Assay for Small Molecule Inhibitors of Mitochondrial Division or Activators of Mitochondrial Fusion; S. cerevisiae fusion-defective mutant growth rescue, CellTiterGlo 48 h; Potency, µM (doses to about 46.1 µM), without a hit: at the top dose growth rescue (activation), actives largely listed as activators; 320,000 compounds, 0.23% hits; AID 485298, 2010;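 note: potency is the fitted concentration of half-maximal effect; % of control where 0% means no effect; nearly all actives have a fitted effect of over 45% in size; temperature-sensitive fusion mutants such as fzo1-1 at 37 °C on non-fermentable ethanol glycerol medium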
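S. cerevisiae fusion-defective temperature-sensitive mutants (e.g. fzo1-1, mgm1-5) grown 48 h at 37C in YPEG (ethanol/glycerol non-fermentable) medium with 23 nl compound per well; growth rescue read as CellTiterGlo luminescence.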
TSG101-PTAP inh: qHTS Assay for Iinhibitors of HIV-1 Budding by Blocking the Interaction of PTAP/TSG101; 340,000 tested, under 10 active; Fluorescence polarization, FITC-PTAP peptide / Tsg101 binding; Potency, µM (series often up to 115 µM), for inactives: top-dose activity change, negative = inhibition, actives largely listed as inhibitors; active = well fitted inhibition curve with a large enough effect in the main read-out, with a control signal flat, not every such curve was filed as active; inconclusive = small, poorly fitted or top-dose-only effect, or effect the other way, or a change in a side signal; inactive = no such curve, though single readings can be large or run the other way; note: potency is the fitted concentration of half-maximal effect; % of control where 0% means no effect
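Fluorescence polarization binding of Tsg101 binding domain (10 uM final) to FITC-labeled PTAP peptide (50 nM final) in HEPES pH 7.5 buffer with NaCl, Tween 20, EDTA, TCEP. Compounds added before peptide; binding 20 min at RT.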
ELG1 DNA repair: qHTS screen for small molecules that inhibit ELG1-dependent DNA repair in human embryonic kidney (HEK293T) cells expressing luciferase-tagged ELG1. HEK293T ELG1-luciferase reporter, luminescence, 16 h; DNA damage induced by 5-fluorouridine. Potency, µM (top dose mostly 46.1 µM), without a hit: at the highest dose activity change, negative = inhibition, actives largely listed as inhibitors. 330,000 compounds, 2.3% hits; note: potency is the fitted concentration of half-maximal effect; % is set by controls: 0 for no effect and ±100 for the full control effect; nearly all actives have a fitted effect of over 55% in size
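HEK293T cells expressing luciferase-tagged ELG1 (2,000/well) received 5-Fluorouridine plus compound or DMSO for 16 hr at 37 °C. Luciferase was read by ONE-Glo luminescence after 30 min at room temperature.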
ASM inhibitor: Inhibitors of Secretory Acid Sphingomyelinase (S-ASM): qHTS; Sphingomyelin phosphodiesterase (Homo sapiens), P17405; placental ASM, HMU-PC fluorogenic substrate, 60 min; Potency, µM (series often up to 57.5 µM), for the others: at the highest dose activity change, negative = inhibition, most hits filed as inhibitors; 340,000 compounds, 0.006% hits; AID 504937, 2011; note: potency is the fitted concentration of half-maximal effect
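qHTS format. ASM enzyme prepared from human placenta hydrolyses the fluorogenic substrate HMU-PC0 (9 uM final) over 60 min at 37 °C after a 10 min compound preincubation.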
a7 integrin act: qHTS for Activators of Integrin-Mediated Alleviation for Muscular Dystrophy | alpha7betagal myoblasts, beta-gal FDG fluorescence, 48 h | Potency, µM (top dose mostly 38.3 µM), for inactives: top-dose activation, hits mostly activators | 350,000 compounds, 0.064% hits | AID 624291, 2012;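 note: potency is the fitted concentration of half-maximal effect; 100% = response of the positive control SU9516; nearly all actives have a fitted effect of over 60% in size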
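alpha7betagal+/- myoblasts (passage 13, 250/well) treated 48 h at 37C with compounds at 1:260 dilution of DMSO stock. Lysed, then beta-galactosidase activity read as FDG fluorescence (ex 480/em 540) after 30 min, with pre-read for autofluorescence.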
Tb PFK block: qHTS Assay to Find Inhibitors of T. brucei phosphofructokinase; T. brucei PFK, ADP-Glo luminescence; Potency, µM (titrated, usually from 57.5 µM), inactives show at the top dose activity, negative = inhibition, most hits filed as inhibitors; ATP-dependent 6-phosphofructokinase (Trypanosoma brucei brucei), O15648; 330,000 compounds, 0.17% hits;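 note: potency is the fitted concentration of half-maximal effect; 0% = uninhibited 1x PFK enzyme wells and -100% = no-enzyme wells; nearly all actives have a fitted effect of over 60% in size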
Target sequence (O15648 whole entry, looked up): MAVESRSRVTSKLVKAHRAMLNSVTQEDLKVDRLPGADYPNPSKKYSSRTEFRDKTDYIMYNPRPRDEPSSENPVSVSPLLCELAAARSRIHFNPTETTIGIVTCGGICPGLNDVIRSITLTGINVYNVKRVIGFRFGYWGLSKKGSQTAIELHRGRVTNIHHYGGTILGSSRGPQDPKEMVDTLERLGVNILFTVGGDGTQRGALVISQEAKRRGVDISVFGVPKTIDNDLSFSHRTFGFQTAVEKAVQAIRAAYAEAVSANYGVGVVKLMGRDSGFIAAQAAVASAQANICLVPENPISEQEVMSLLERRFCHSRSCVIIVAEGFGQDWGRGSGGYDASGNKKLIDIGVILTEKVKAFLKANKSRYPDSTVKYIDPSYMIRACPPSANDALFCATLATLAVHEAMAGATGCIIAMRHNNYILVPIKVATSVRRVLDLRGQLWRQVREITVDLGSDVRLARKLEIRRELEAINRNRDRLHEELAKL
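PFK 1.25 nM, F6P 0.5 mM, ATP 0.1 mM, 0.1 M TEA pH 8.0, 5 mM MgCl2, 0.01% Tween20, 0.1% BSA; 45 min RT. ADP-Glo readout. qHTS titration up to 57 uM; curves fitted, compounds curve-classed.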
AT treatment: qHTS Assay for Identifying a Potential Treatment of Ataxia-Telangiectasia. […] A-T fibroblasts, KAP-1 phosphorylation AlphaLISA; neocarzinostatin DNA damage 30 min before lysis. 320,000 compounds, 0.19% hits. Potency, µM (titrated, usually from 57.5 µM), for the others: at the highest dose activation, usual class: activators. AID 485349, 2010; note: potency is the fitted concentration of half-maximal effect; % of control where 0% means no effect; nearly all actives have a fitted effect of over 45% in size
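hTERT-immortalized A-T patient fibroblasts ([…]), 500 cells/well in OPTI-MEM, 1% FBS, got compounds for 60 min, then NCS for 30 min at 37C. Lysates were then assayed for phospho-KAP-1 by AlphaLISA (anti-pKAP1 donor, anti-KAP1 acceptor beads), 6 hr at 25C.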
Eya2 inh: qHTS Assay for Inhibitors of the Phosphatase Activity of Eya2; recombinant Eya2, OMFP fluorescence dephosphorylation (OMFP is methylfluorescein phosphate); 330,000 compounds, 0.006% hits; Protein phosphatase EYA2 (Homo sapiens), O00167; Potency, µM (series often up to 76.9 µM), inactives show top-dose activity, negative = inhibition, hits mostly inhibitors; note: potency is the fitted concentration of half-maximal effect; % is set by controls: 0 for no effect and ±100 for the full control effect
Target sequence (O00167 whole entry, looked up): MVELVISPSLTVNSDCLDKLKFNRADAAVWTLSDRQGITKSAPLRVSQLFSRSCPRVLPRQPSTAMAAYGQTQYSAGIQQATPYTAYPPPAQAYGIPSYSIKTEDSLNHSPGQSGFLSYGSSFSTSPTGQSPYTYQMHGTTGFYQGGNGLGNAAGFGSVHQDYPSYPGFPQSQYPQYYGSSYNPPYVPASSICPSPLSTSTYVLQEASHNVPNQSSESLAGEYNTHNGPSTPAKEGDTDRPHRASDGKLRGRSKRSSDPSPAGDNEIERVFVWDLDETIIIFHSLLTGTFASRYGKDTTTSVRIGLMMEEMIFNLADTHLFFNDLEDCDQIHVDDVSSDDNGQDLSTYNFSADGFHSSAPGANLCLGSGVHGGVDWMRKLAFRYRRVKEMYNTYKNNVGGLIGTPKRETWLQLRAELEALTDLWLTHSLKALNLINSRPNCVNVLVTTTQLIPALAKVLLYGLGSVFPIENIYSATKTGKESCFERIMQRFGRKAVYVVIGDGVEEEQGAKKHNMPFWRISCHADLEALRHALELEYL
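Eya2 protein (added as 0.2 uM solution) was preincubated with compound for 10 min at ambient temperature in 50 mM HEPES pH 7.5, 50 mM NaCl, 5 uM MgCl2, 0.05% BSA, 1 mM DTT. OMFP (added at 50 uM) then reacted 10 min; fluorescence read at 485/525 nm.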
Chronic BCR inh: qHTS Assay to Find Inhibitors of Chronic Active B-Cell Receptor Signaling. AID 493014, 2011. ABC-DLBCL IkBa-CBG/CBR reporter, luminescence ratio, 4 h. 340,000 compounds, 0.05% hits. Potency, µM (top dose mostly 46.1 µM), without a hit: top-dose ratio change, negative = lower green/red ratio, hits mostly inhibitors; active = well fitted inhibition curve with a large enough effect in the signal ratio, with a control signal flat, not every such curve was filed as active; inconclusive = small, poorly fitted or top-dose-only effect, or effect the other way, or a change in a side signal; the % refers to the signal ratio;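 note: potency is the fitted concentration of half-maximal effect; plate controls were basal doxycycline-induced cells for no effect and cells given 10 µM MG132 for full effect; MG132 reads +100%, hits lower the ratio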
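TMD8 human ABC-DLBCL cells with doxycycline-inducible IκBα–green luciferase fusion and unfused red luciferase, in 0.5% FBS medium; compounds up to 46 uM, 4 h at 37C. Green/red luminescence ratio, filter-overlap corrected, fitted to concentration-response curves.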
* hit, by the source's call; ? = inconclusive; . = not tested or not shown; [ ] = another dose, or the depositor's remark. Unless noted, calls come from the whole dose curve; as a rule, active = well fitted curve in the direction sought with a large enough effect; inconclusive = small, poorly fitted or top-dose-only effect, or another doubt; inactive = no such curve, though single readings can be large; an effect the other way counts as inactive or inconclusive. Rows were taken by chance; overall some 3.2% were active at least once.

SMILES	TSHR antag	TCR activator	Mito fusion act	TSG101-PTAP inh	ELG1 DNA repair	ASM inhibitor	a7 integrin act	Tb PFK block	AT treatment	Eya2 inh	Chronic BCR inh
COc1ccccc1C(=O)NCCC(=O)N(Cc1ccco1)Cc1cccs1	-2	3%	2%	1%	-10%	.	-16%	-2%	4%	10%	-1%
O=c1[nH]c2ccc(Cl)cc2c(O)c1-c1ccccc1	20	3%	6%	-2%	?	1%	6%	-1%	-1%	-16%	7%
CN1CCCN(C(=O)c2ccc(Br)cc2)CC1	0	-1%	0%	-6%	-7%	0%	-9%	0%	4%	4%	-5%
COc1cccc(C2=NOC(C(=O)Nc3cc(C)nn3-c3ccccc3)C2)c1OC (configuration not stated)	-7	1%[46.1 µM]	-2%	-2%	23µM*	5%	9%	-1%	-3%	2%	?
O=C(N/N=C/c1ccccc1[N+](=O)[O-])c1ccc(CN2CCOCC2)cc1	-4	2%	0%	-4%	?	6%	2%	-1%	-3%	0%	0%
CCNC(=O)COc1ccc(/C=C2\COc3ccccc3C2=O)cc1OC	18	1%	-22%	-10%	?	5%	-16%	-1%	25µM*	5%	?
COc1cccc(N2CC(C(=O)Nc3nnc(SCC(=O)c4ccccc4)s3)CC2=O)c1 (configuration not stated)	-15	0%[46.1 µM]	-6%	-1%	-3%	-5%	?	-1%	9%	-8%	3%
O=C1CCCN1CCCNc1ccc2nnc(CCC(=O)N3CCN(c4ccccc4)CC3)n2n1	5	-43%	5%	-5%	15%	1%	-17%	2%	5%	0%	0%

Quoted at random: 3 entries already listed, in no set order.
SMILES	TSHR antag	TCR activator	Mito fusion act	TSG101-PTAP inh	ELG1 DNA repair	ASM inhibitor	a7 integrin act	Tb PFK block	AT treatment	Eya2 inh	Chronic BCR inh
CN1CCCN(C(=O)c2ccc(Br)cc2)CC1	0	-1%	0%	-6%	-7%	0%	-9%	0%	4%	4%	-5%
COc1cccc(C2=NOC(C(=O)Nc3cc(C)nn3-c3ccccc3)C2)c1OC (configuration not stated)	-7	1%[46.1 µM]	-2%	-2%	23µM*	5%	9%	-1%	-3%	2%	?
COc1ccccc1C(=O)NCCC(=O)N(Cc1ccco1)Cc1cccs1	-2	3%	2%	1%	-10%	.	-16%	-2%	4%	10%	-1%

Further results:
SMILES	TSHR antag	TCR activator	Mito fusion act	TSG101-PTAP inh	ELG1 DNA repair	ASM inhibitor	a7 integrin act	Tb PFK block	AT treatment	Eya2 inh	Chronic BCR inh
Cc1ccc2c(c1)C(O)(CC(=O)c1cccc(-n3cccc3)c1)C(=O)N2 (configuration not stated)	-6	9%	-17%	-2%	4%	-2%	-18%	-10%	-3%	3%	-6%
CN1CCN(CCCNC(=O)c2ccc(CS(=O)(=O)c3ccc(Br)cc3)o2)CC1	0	-4%	0%	-1%	16%	2%	6%	-2%	-3%	2%	?
Cc1cc(C(=O)N2CCCC(C(=O)c3ccc(Oc4ccccc4)cc3)C2)n[nH]1 (configuration not stated)	-23	-2%	-18%	-4%	?	-9%	-2%	-5%	-8%	-1%	12%
C=CCn1c(SCc2ccccc2)nc(O)cc1=O	13	0%	-3%	-1%	-1%	-1%	-12%	0%	-2%	-2%	19%
Cc1ccc(CCNC(=O)c2cc(S(=O)(=O)N3CCCCC3)c[nH]2)cc1	17	7%	-2%	-4%	-18%	0%	18%	-2%	-13%	-4%	?
CSc1nc2nccc(-c3ccc(Oc4ccccc4)cc3)n2n1	-2	-6%	28%	-2%	?	?	7%	-1%	3%	-29%	1%
Cc1cc(C)n2nc(NCc3ccccc3)nc2n1	.	2%	22%	-9%	.	-1%	-13%	.	.	.	.
CN1CCCN(C(=O)c2ccc(Cl)c(S(=O)(=O)N(C)c3ccccc3)c2)CC1	1	-6%	-3%	-6%	2%	0%	-13%	-2%	1%	15%	0%
CCCc1cc(=O)[nH]c(SCC(=O)N2CCN(c3ccc(F)cc3)CC2)n1	2	12%	-1%	-3%	1%	-1%	-11%	6%	0%	-19%	8%
COCCN(CC(=O)NCc1ccc2c(c1)OCO2)C(=O)CCC(=O)Nc1nccs1	-11	1%[46.1 µM]	-2%	-9%	0%	1%	-18%	3%	2%	-25%	5%
CCCOc1ccc(NC(=O)CC2C(=O)N(C)C(=S)N2Cc2cccs2)cc1 (configuration not stated)	11	5%[46.1 µM]	26%	-6%	?	-10%	4%	-2%	-1%	-7%	-1%
Cc1ccc(NC(=O)CCNS(=O)(=O)c2ccc3[nH]c(=O)oc3c2)cc1	1	-8%	-1%	0%	18%	1%	-26%	0%	-3%	3%	0%
O=[N+]([O-])c1cnccc1Nc1ccc(Cl)cc1	-1	-1%	1%	2%	-13%	-4%	-6%	1%	-11%	3%	1%
COC(=O)CCC(=O)Nc1cccc([N+](=O)[O-])c1	1	-1%	3%	0%	15%	-1%	-25%	1%	0%	15%	-3%
CC(=O)Nc1ccc(S(=O)(=O)/N=C2\C(=O)c3ccccc3C([O-])=C2n2cc[n+](-c3ccccn3)c2)cc1	3	-2%	-7%	-2%	?	6%	-41%	4%	-4%	-10%	13%
O=C(CCn1c(=S)oc2ccccc21)Nc1ccc(F)cc1	-2	-36%	8%	-5%	?	-1%	-20%	1%	-2%	-1%	1%
O=C(O)c1cccc(C(=O)c2cccc(C(=O)O)c2)c1	1	-5%	-1%	1%	15%	-3%	7%	1%	0%	6%	?
Cc1ccc(-c2ccccc2[C@@H]2C[C@H]3CN(C)C(=O)[C@]34CCCN24)o1	-8	5%	-5%	1%	-3%	6%	-18%	2%	9%	1%	8%
COc1ccc(-n2c(=O)c3c4c(sc3n3c(=S)[nH]nc23)COC(C(C)C)C4)cc1 (configuration not stated)	-10	-2%	0%	-1%	8%	-7%	-1%	1%	-2%	?	-2%
CC(=O)Nc1ccc(NC(=O)CSc2nnc(CNc3ccc(F)cc3)n2CC2CCCO2)cc1 (configuration not stated)	11	-4%	-10%	-5%	13%	0%	23%	-2%	20%	-8%	-3%
O=C(CCc1c[nH]c2ccccc12)NCCOc1ccccc1	6	5%	3%	-5%	?	-1%	12%	-2%	1%	11%	?
CCOC(=O)C1(Cc2ccccc2)CCN(Cc2ccc(COC)o2)CC1	1	2%	-8%	-2%	-6%	10%	12%	-2%	-1%	5%	?
CCCNC(=O)c1csc(Nc2cccc3ccccc23)n1	-10	3%	5%	-10%	-26%	-1%	12%	-2%	0%	11%	?
CC(C)(C)OC(=O)N1CCC[C@H]1c1nnc(SCc2c(Cl)cccc2Cl)o1	-17	-3%	12%	-8%	-11%	1%	-28%	1%	9%	-6%	?
O=C(CNc1ccc(F)cc1F)NC(=O)NCc1ccco1	-37	0%	7%	-1%	4%	3%	5%	-23%	23%	7%	1%
